# Growth percent in the NCI-60 one-dose screen (48 h, 10 µM unless noted): 100 = growth as untreated, 0 = no growth, -100 = all killed.
# MDA-MB-468: MDA-MB-468 breast cancer | 78,000 tested, 8.5% active
# MDA-MB-435: MDA-MB-435 melanoma. 82,000 tested, 7.8% active
# MDA-MB-231: MDA-MB-231 breast cancer. 81,000 tested, 5% active
# MOLT-4: MOLT-4 leukemia cells. 80,000 tested, 6.9% active. AID 1794779
# SR: SR leukemia cells; 73,000 tested, 8.7% active; AID 1794780
# RPMI-8226: RPMI-8226 leukemia cells; 77,000 tested, 7.5% active; AID 1794781
# MCF7: MCF7 breast cancer; 82,000 tested, 6.3% active
# K-562: K-562 leukemia; AID 1794777; 78,000 tested, 7.4% active
# The depositor's hits bear a star; / = not tested or not shown; & = joins results of further samples; ! = not active in a repeat. The calls were made as follows: active = growth percent below 10; inactive = the rest.
SMILES,MDA-MB-468,MDA-MB-435,MDA-MB-231,MOLT-4,SR,RPMI-8226,MCF7,K-562
Cc1cc(C)n(-c2nnc3n2N=C(c2ccc(-c4ccccc4)cc2)CS3)n1,-5.9*,-7.2*,51,29,/,37,28,6.9*
O=C(/C=C/c1ccc[nH]1)c1ccc(-n2ccc(C(F)(F)F)n2)cc1,90,100,23,72,28,-19*,72,68
CCCCCN1C(=O)/C(=c2\sc3n(c2=O)NC2C(N=3)N(CC)C(=O)N2CC)c2cccc(C)c21 (stereo not given),79,85,84,95,83,99,82,83
COc1ccccc1N=NNc1ccccc1OC,/,/,72,51,90,52,59,103
CCc1ccc(C(C)=O)cc1,107,101,106,93,94,104,109,93
Nc1nc2cc(-c3ccc4ncnc(NCc5ccccc5)c4c3)ccc2o1,-47*,17,-49*,-20*,-45*,11,-26*,26
CC/C(=C(\c1ccc(OCCN2CCCCCC2)cc1)c1ccc(OC(=O)Cc2ccccc2)cc1)c1ccc(OC)cc1,100,101,107,75,20,78,41,39
CN1CC(c2ccc([N+](=O)[O-])cc2)C(C(=O)c2cccc(O)c2)C12C(=O)c1ccccc1C2=O (stereo not given),109,111,95,103,98,104,103,98
CCOC(=O)c1sc2ncnc(Nc3ccc(OCc4ccc(Cl)cc4)c(Cl)c3)c2c1C,101,99,105,99,111,115,95,101
COc1cc2ccc1NC(=O)N1CCN(CC1)C(=O)Nc1ccc(cc1OC)-c1ccc(c(OC)c1)NC(=O)N1CCN(CC1)C(=O)Nc1ccc-2cc1OC,103,104,103,105,99,104,103,99
Cc1ccc2c(n1)C(=O)C(Oc1ccc(Br)cc1)=CC2=O,91,101,91,88,92,79,86,77
CCCC(=O)N1CCOCC1,93,108,99,97,103,99,87,104
COc1nc2c(c(=O)n1C)CN(c1ccccc1)C(=O)C(C)N2 (stereo not given),86,103,98,94,94,96,95,101
COc1ccc2c(c1OC)C(=O)O[C@@H]2[C@H]1c2c(c(C#CC#Cc3ccc(F)c(F)c3)c3c(c2OC)OCO3)CCN1C,72,90,91,89,60,67,94,87
CSc1nnc(-c2cc3c([nH]c4ccccc43)c(-c3cccc(O)c3)n2)n1-c1ccccc1,33,-50*,35,27,22,16,13,16
CCN1Cc2nc3sc(C)c(C)c3c(=O)n2C=C1C,/,48,58,-3.5*,-9.2*,/,-42*,/
Cc1ccc(-c2cc3nc(-c4ccc(C)cc4)nc(C(Cl)Cl)n3n2)cc1,82,97,80,102,108,84,80,93
Cc1ccc(C(=O)Oc2ccc(N=C=S)cc2)cc1,/,98,112,96,77,94,90,105
Oc1c(Cl)cc(Cl)c(Cl)c1CNCCNCc1c(O)c(Cl)cc(Cl)c1Cl,2.9*,37,36,10,1.2*,18,16,10
C#CCN1C(=O)c2cccc3c(/C=C/CN4C(=O)c5cccc6cccc(c56)C4=O)ccc(c23)C1=O,104,106,96,99,89,101,100,107
CCCCCCCC/C=C/CCCCCCCC1=NC(C)(C)CN1c1ccccc1,86,50,103,86,72,/,86,66
O=C(CCOCCNC(=O)COc1ccc2c(c1)OCC(c1ccc(F)cc1)C2=O)NCCCC(O)(P(=O)(O)O)P(=O)(O)O (stereo not given),106,102,107,99,/,108,89,105
O=C(CSc1nnc(-c2ccc3nc(-c4ccccc4)[nH]c3c2)o1)Nc1ccc(Br)cc1,83,63,52,17,32,41,28,18
Cc1ccc(OS(=O)(=O)c2ccccc2)cc1,91,96,99,117,99,103,97,127
Nc1ccc(Cl)c2cccnc12,105,100,85,55,97,57,/,94
CC(=O)NC1C(Nc2ccc(S(=O)(=O)Nc3ccnn3-c3ccccc3)cc2)OC(CO)C(O)C1O (stereo not given),104,104,119,110,109,108,89,105
S=C(S)N1CCCC1,111&111,91&109,125&92,107&99,84&65,91&93,62&73,76&40
Cn1c(=O)[nH]c(=O)c2nc(/C=C/c3ccccc3)c(/C=C/c3ccccc3)nc21,100,104,108,97,112,98,90,101
O=C(Cn1c(CO)nc2ccccc21)N1N=C(c2ccc(Cl)cc2)CC1c1ccco1 (stereo not given),/,99,75,76,86,/,89,/
COc1ccc(OC)c2c1CCC1(C2)NC(=O)NC1=O (stereo not given),106,96,99,104,102,102,92,105
CCCOC(=O)c1nc(N(CC2CCCCC2)C(=O)NC)sc1/N=C/c1ccccc1,-19*,-47*,/,3.1*,-17*,-48*,3.2*,2.2*
CC(C)=NNC(=O)CC(=O)NN=C(C)C,/,106,115,99,98,106,96,97
CNC(=O)c1cc(Cn2nc(C)c(NC(=O)Nc3ccc(Cl)c(C(F)(F)F)c3)c2C)ccn1,97,100,92,91,92,95,94,112
Cc1nnc(/N=C2\NC(=O)/C(=C/C=C/c3ccccc3)S2)s1,53,16,71,44,35,45,40,36
COc1ccc(NC(=O)Nc2ccc(OCC(=O)c3ccc(C#N)cc3)cc2)cc1,101,98,103,95,/,101,90,94
O=C(Nc1ccccc1C(=O)O)c1ccccc1,79,104,98,101,96,102,97,110

# Among those listed so far, four contain an NH in an aromatic ring.
SMILES,MDA-MB-468,MDA-MB-435,MDA-MB-231,MOLT-4,SR,RPMI-8226,MCF7,K-562
O=C(/C=C/c1ccc[nH]1)c1ccc(-n2ccc(C(F)(F)F)n2)cc1,90,100,23,72,28,-19*,72,68
CSc1nnc(-c2cc3c([nH]c4ccccc43)c(-c3cccc(O)c3)n2)n1-c1ccccc1,33,-50*,35,27,22,16,13,16
O=C(CSc1nnc(-c2ccc3nc(-c4ccccc4)[nH]c3c2)o1)Nc1ccc(Br)cc1,83,63,52,17,32,41,28,18
Cn1c(=O)[nH]c(=O)c2nc(/C=C/c3ccccc3)c(/C=C/c3ccccc3)nc21,100,104,108,97,112,98,90,101

# The listing continues.
SMILES,MDA-MB-468,MDA-MB-435,MDA-MB-231,MOLT-4,SR,RPMI-8226,MCF7,K-562
Cc1ccc(NC(=S)NNC(=S)NNc2ccccc2)cc1C,100,110,104,45,57,79,99,8.2*
Oc1cccc2c1CCCC2O (stereo not given),99,103,91,127,/,104,100,107
O=C(O)c1cccs1,96,112,102,92,84,98,92,100
C/C=C/C(=O)OC(=O)/C=C/C,109,98,96,101,72,91,102,99
CC(=O)CC(C)=Nc1cccc(N=C(C)CC(C)=O)c1,/,112,85,110,145,85,91,133
N#C/C(=C\c1ccc(Br)cc1)C(=O)c1ccccc1,105,113,97,98,/,100,95,94
COC(=O)C1CCc2ccccc2C1=O (stereo not given),98,105,/,100,103,95,93,103
CCOC(=O)CCC(=O)/C=C\c1ccc2c(c1)OCO2,99,95,111,107,102,113,96,116
C#CCOC(=O)c1ccc(C)cc1,103,104,104,98,96,98,95,100
O=C(CSc1nnc(-c2ccccc2)o1)Nc1nc(-c2ccccc2)cs1,101,98,93,99,/,90,82,95
Oc1ccc(-c2nc3ccc(/C(=N\N=C\c4ccc(Cl)cc4)c4ccccc4)cc3[nH]2)cc1,79,84,91,57,62,34,53,71
CN1C(=O)C2=C(NCCN(C(=O)[C@H](Cl)c3ccccc3)C2c2ccc(Cl)c(Cl)c2)C1(C)C (stereo not given in full),31,59,66,29,31,20,46,32
Cc1nn(-c2ccc(Cl)cc2)c(=O)n1CCN1CCOCC1,90,85,57,91,95,83,73,70
O=C1C(=O)N(CN2CCCCC2)c2ccccc21,96,101,105,96,/,95,95,95
CCOC(=O)c1c(C)oc2ncnc(Nc3ccc(OCc4ccc(Cl)c(Cl)c4)cc3)c12,97,111,84,105,90,117,106,94
Cc1ccc(S(=O)(=O)CC(=O)c2cc3cc(Br)ccc3oc2=O)cc1,97,102,89,114,99,112,93,103
O=C1C(c2ccccc2)CN1Cc1ccccc1 (stereo not given),91&102,99&110,130,106&100,89,102&100,98&90,106&87
COc1cccc2cc(C(=O)CSc3nnnn3-c3ccccc3)c(=O)oc12,116,108,97,101,102,96,103,112
O=C1c2ccccc2CC1CN1CCCCC1 (stereo not given),101,118,119,107,98,101,98,100
COc1cc2cn3c4ccccc4oc(=O)c3c2cc1OC,98,98,92,91,83,87,87,79
CN1CCN(c2ccc(-c3ccn4c(-c5ccnc6ccccc56)nnc4c3)cc2)CC1,115,99,83,/,/,94,69,/
Cc1ncc(N)c2c1OC(C)(C)OC2,104,102,121,114,/,112,103,132
CCCNCCC(=O)Nc1ccc(C)c(Cl)c1,97,101,82,92,90,88,95,100
OC(COc1ccc(Cl)cc1Cl)COc1ccc(Cl)cc1Cl,/,95,101,116,108,80,116,61
Oc1ccc(CSc2nnc(-c3ccncc3)o2)c2cccnc12,12,13,25,26,50,5.4*,4.0*,15
Clc1ccc2c(NCCNC34CC5CC(CC(C5)C3)C4)ccnc2c1,-92*,-72*,-72*,-23*,-35*,0.1*,-79*,2.0*
CCCCCCn1c(-c2ccc(-c3nc(-c4ccc(Cl)cc4)no3)cc2)nc(-c2ccccc2)c1-c1ccccc1,101,102,109,107,114,102,97,107
C=CCn1c(SCC(=O)c2ccc(Br)cc2)nnc1-c1c[nH]c2ccccc12,87,108,97,91,89,99,98,86
Cc1cccc(NC(=O)Nc2ccc(Nc3ncnc4sc5c(c34)CCN(C(=O)OC(C)(C)C)C5)cc2)c1,92,103,93,74,69,87,71,83
NS(=O)(=O)Oc1ccc(NC(=O)C2CCCCCC2)cc1,109,106,103,104,98,102,98,96
N#CC(C(O)c1ccccc1)N1CCOCC1 (stereo not given),86,103,104,103,95,102,100,103
CCN(CC)CCOc1ccc(-c2c(-c3ccccc3)c(=O)oc3ccccc23)cc1,73,100,89,81,94,91,90,92
COC(=O)c1cccnc1Nc1ccc(N2C(=O)C=CC2=O)cc1,106,102,94,109,108,99,92,102
COc1ccc2[nH]c(O)c(N=NC(=O)c3ccc4nc(-c5ccccc5)[nH]c4c3)c2c1,119,105,97,98,101,105,107,104
COc1cc([N+](=O)[O-])c(S(=O)(=O)O)cc1NS(=O)(=O)c1ccc(C)cc1,/,102,97,118,114,94,94,119
C/C=C\C=N\NC(=O)N/N=C\C=C\C,91,109,142,101,98,103,108,101

# Of the compounds above, these have fluorine.
SMILES,MDA-MB-468,MDA-MB-435,MDA-MB-231,MOLT-4,SR,RPMI-8226,MCF7,K-562
O=C(/C=C/c1ccc[nH]1)c1ccc(-n2ccc(C(F)(F)F)n2)cc1,90,100,23,72,28,-19*,72,68
COc1ccc2c(c1OC)C(=O)O[C@@H]2[C@H]1c2c(c(C#CC#Cc3ccc(F)c(F)c3)c3c(c2OC)OCO3)CCN1C,72,90,91,89,60,67,94,87
O=C(CCOCCNC(=O)COc1ccc2c(c1)OCC(c1ccc(F)cc1)C2=O)NCCCC(O)(P(=O)(O)O)P(=O)(O)O (stereo not given),106,102,107,99,/,108,89,105
CNC(=O)c1cc(Cn2nc(C)c(NC(=O)Nc3ccc(Cl)c(C(F)(F)F)c3)c2C)ccn1,97,100,92,91,92,95,94,112

# Going on with the list.
SMILES,MDA-MB-468,MDA-MB-435,MDA-MB-231,MOLT-4,SR,RPMI-8226,MCF7,K-562
COc1ccc(-c2nc(N3N=C(c4ccc(F)cc4)CCC3=O)n(C)c(=O)c2C#N)cc1OC,106,107,97,98,93,96,92,95
O=C(O)c1cc2cc(Br)ccc2c(Br)c1O,101,95,93,134,162,118,92,114
Cc1c(C(=O)N2CCCCC2)[nH]c2ccc(Cl)cc2c1=O,102,101,116,104,88,95,103,101
CC(C)N1CSC(=S)NCCNC(=S)SC1,112,109,105,93,98,105,/,100
CC1=NN(c2nc(-c3ccccc3)c(C#N)c(=O)n2C)C(=O)C1,94,120,113,107,115,100,94,82
O=C(COc1ccc(NC(=O)Nc2ccc(Cl)cc2)cc1)N=Nc1c(O)[nH]c2ccc(Cl)cc12,97,102,100,/,/,87,82,/
CCOC(=O)/C=C(\CC(=O)OCC)n1c(=O)c2sc3ncccc3c2n2nnc(-c3ccccc3)c12,114,110,88,96,109,96,97,102
CC1(C)CC2(C)CC(=O)C1C(C(=O)O)C2C(=O)O (stereo not given),114,118,107,94,90,106,96,104
Cc1cc(N=C2NC(=O)/C(=C/c3cc(C(C)(C)C)c(O)c(C(C)(C)C)c3)S2)no1,40,62,51,36,/,37,31,13
C(=N/OCc1ccccc1)/c1cccnc1,103&107,108&116,97&107,112&95,123&109,93&113,107&99,114&104
O=S(=O)(NCCCNc1nccc(-c2c(-c3cccc(F)c3)nc3sccn23)n1)c1cccc(F)c1,33,24,76,9.9*,65,28,34,20
O[C@H]1CCC[C@H]1NCc1ccnc2cc(Cl)ccc12,99,113,103,100,100,/,96,90
O=C(Cn1cc(CN2C(=O)c3ccc([N+](=O)[O-])cc3C2=O)nn1)Nc1ccccc1F,95,103,101,107,/,104,95,103
C/C=C/CC(C)C(O)[C@H](NC(=O)[C@@H]1CCCN1C(=O)[C@](C)(CC)NC(=O)CCCCCCCCC)C(=O)N[C@@](C)(CC)C(=O)N[C@@H](CCC(N)=O)C(=O)N[C@H](CCC(N)=O)C(=O)NC(C)(C)C(=O)NC(C)(C)C(=O)N[C@@H](CCC(N)=O)C(=O)N[C@H](CC(C)C)C(=O)N[C@H](CO)CC(C)C (stereo not given in full),-64*,-95*!,-96*!,-8.2*!,1.7*!,-38*!,-62*!,10&15
N#Cc1ccc([N+](=O)[O-])o1,/,108,105,99,104,107,101,105
COc1ccc(CC(=O)NCCc2ccc3c(c2)OCO3)cc1OC,111,101,115,105,108,94,94,101
O=C1c2ccccc2N2C(=O)CN(Cc3ccccc3)C(=O)C23C=CC1O3 (stereo not given),97,101,98,104,95,105,99,117
CCCCCC(O)C1C(=O)OC(C)C(O)/C=C/C=C/C=C/C=C\C=C(\C)C(O)CC(O)CC(O)CC(O)CC(O)CC(O)CC1O (stereo not given),116,103&103,98&95,110&91,107&93,102&105,105&92,119&87
COc1cc(Br)c(CC(=O)O)cc1OC,96,104,93,109,107,102,116,114
Cc1ccc(Nc2nc(NN)nc(N(c3ccccc3)c3ccccc3)n2)cc1,86,80,94,54,43,62,67,51

# Source: PubChem
